# Screening results (PubChem)
# TrxR1 substrate = rat thioredoxin reductase 1 substrate activity. Potency, µM (highest dose often 114 µM), for inactives: at the highest dose activity change, negative = substrate turnover. purified TrxR1 substrate turnover, NADPH consumption readout. O89049. hit rate 0.01% among 390,000; also: % is scaled to controls: 0 for no effect and ±100 for the full control effect; nearly all actives have a fitted effect of over 50% in size
# Target sequence (O89049 whole entry, looked up): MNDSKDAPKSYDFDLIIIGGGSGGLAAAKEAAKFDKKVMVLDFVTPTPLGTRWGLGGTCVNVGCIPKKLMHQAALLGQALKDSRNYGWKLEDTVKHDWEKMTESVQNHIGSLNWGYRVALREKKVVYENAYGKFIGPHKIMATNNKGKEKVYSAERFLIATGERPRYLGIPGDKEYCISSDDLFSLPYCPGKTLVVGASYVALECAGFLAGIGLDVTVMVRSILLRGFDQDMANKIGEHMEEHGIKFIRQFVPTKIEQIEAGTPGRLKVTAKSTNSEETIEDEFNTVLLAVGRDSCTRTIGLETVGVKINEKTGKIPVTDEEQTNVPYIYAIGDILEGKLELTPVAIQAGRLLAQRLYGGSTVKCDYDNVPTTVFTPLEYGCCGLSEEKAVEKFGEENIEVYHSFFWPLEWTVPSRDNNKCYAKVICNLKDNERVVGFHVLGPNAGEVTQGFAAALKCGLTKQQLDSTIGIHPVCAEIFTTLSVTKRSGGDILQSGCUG
#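 Rat TrxR1, dispensed at 90 nM, was prereduced with 400 uM NADPH (final) for 5 min at ~22 deg C, then incubated with compound 15 min before 400 uM selenite. A first-read NADPH fluorescence drop versus no-compound background flagged substrates.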
# Vif-APOBEC3G blk = Vif-A3G binding inhibition; HeLa A3G-eYFP + Vif (tagged APOBEC3G with the HIV-1 protein that degrades it), YFP fluorescence, overnight; Q9HC16; Potency, µM (top dose mostly 46.1 µM), for inactives: at the top dose activity, negative = active, actives largely listed as inhibitors; hit rate 0.076% among 410,000;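 also: % is scaled to controls: 0 for no effect and ±100 for the full control effect; nearly all actives have a fitted effect of over 60% in size; hits raise eYFP signal because A3G escapes Vif-driven loss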
#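 Read-out is eYFP fluorescence (Ex 488/Em 500-530) from Vif-expressing HeLa A3G-eYFP cells; more signal means A3G escaped Vif-mediated degradation. Cells plated overnight, compound pinned in, incubated overnight at 37 deg C.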
# GRP78 ERSR act = ER stress response induction in glioma. U87-MG GRP78 promoter luciferase reporter, 16 h. Potency, µM, for inactives: at the highest dose activation, most hits filed as activators. hit rate 0.02% among 420,000; also: series mostly up to about 76 µM; % of control where 0% means no effect; nearly all actives have a fitted effect of over 35% in size
#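 Stably transfected U87-MG human glioma cells carrying a GRP78-based luminescent sensor were seeded at 1000 cells/well, pin-dosed with compounds and incubated 16 h. Luciferase reagent was then added, and end-point luminescence was read after 10 min at room temperature.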
# Numbers without * were called inactive; ? = inconclusive; [ ] = dose if it differs, or a comment. Calls follow the shape of the dose curve; as a rule, active = well fitted curve in the direction sought with a large enough effect; inconclusive = small, poorly fitted or top-dose-only effect, or another doubt; inactive = no such curve, though single readings can be large; an effect the other way counts as inactive or inconclusive. Potency is read from the fitted curve at half-maximal effect.
(1) O=C(C[n+]1ccccc1)c1cccc([N+](=O)[O-])c1
(2) COc1ccc(C2/C=C\CN(Cc3ccccc3)CC(=O)N2Cc2ccc(F)cc2)cc1 (configuration not stated)
(3) COc1ccc(CN2CC[C@H]3C=CC[C@@H](C(=O)Nc4nccs4)[C@H]3C2=O)cc1OC
(4) COCCn1cnc2c1-c1ccc(OC)c(c1)OC/C=C\COc1cccc-2c1
(5) O=C(Cc1ccccc1Nc1c(Cl)cccc1Cl)OCO/N=[N+](\[O-])N1CCCC1
(6) COc1ccc(-c2cc(C3C4C=CCC(C)C4C(=O)N3Cc3ccccc3)ccc2F)cc1 (configuration not stated)
(7) COc1ccc2[nH]c(C)cc2c1
(8) CC(=O)OCC(NC(=O)C(C)NC(=O)OC(C)(C)C)C1OC(n2cc(F)c(=O)[nH]c2=O)C(OC(C)=O)C1OC(C)=O (configuration not stated)

assay / compound	1	2	3	4	5	6	7	8
TrxR1 substrate	1%	-1%	-6%	4%	-4%	-3%	4%	-1%
Vif-APOBEC3G blk	-2%	-6%	-3%	0%	-12%	-1%	0%	0%
GRP78 ERSR act	-1%	-2%	-2%	-5%	2%	-6%	2%	-3%

(9) O=C1CCC[C@@H]2C[C@@]3(C[C@@H]4CCN1[C@H]24)Nc1cc([N+](=O)[O-])ccc1NC3=NCc1ccccc1
(10) Nc1ccc(Cc2ccc(C=O)cc2)cc1
(11) O=C(C[N+]1(CCc2ccccc2)CCOCC1)c1ccccc1
(12) C=C1CCN(C(CC(C)C)C(=O)O)S(=O)(=O)c2ccccc21 (configuration not stated)
(13) CC(C)(C)n1ncc2c(=O)n(Cc3ccc(Cl)c(C(F)(F)F)c3)cnc21
(14) COc1ccc(/C=C/c2ccccc2)cc1C1C2C=CCCC2(C)C(=O)N1Cc1ccccc1 (configuration not stated)
(15) CCCN1CCC(=O)N(C(CSc2ccc(OC)cc2)Cc2ccccc2)CC1 (configuration not stated)
(16) COc1ccc(-c2ccc(F)cc2)cc1C1C2C=CCC(C)C2C(=O)N1Cc1ccccc1 (configuration not stated)

assay / compound	9	10	11	12	13	14	15	16
TrxR1 substrate	-17%	6%	7%	-6%	-4%	26%	0%	1%
Vif-APOBEC3G blk	-7%	-1%	-1%	-1%	-9%	-2%	2%	0%
GRP78 ERSR act	-2%	-3%	-5%	-4%	-2%	0%	-5%	-6%

# Random excerpt: 4 entries already listed
(13) CC(C)(C)n1ncc2c(=O)n(Cc3ccc(Cl)c(C(F)(F)F)c3)cnc21
(9) O=C1CCC[C@@H]2C[C@@]3(C[C@@H]4CCN1[C@H]24)Nc1cc([N+](=O)[O-])ccc1NC3=NCc1ccccc1
(12) C=C1CCN(C(CC(C)C)C(=O)O)S(=O)(=O)c2ccccc21 (configuration not stated)
(15) CCCN1CCC(=O)N(C(CSc2ccc(OC)cc2)Cc2ccccc2)CC1 (configuration not stated)

assay / compound	13	9	12	15
TrxR1 substrate	-4%	-17%	-6%	0%
Vif-APOBEC3G blk	-9%	-7%	-1%	2%
GRP78 ERSR act	-2%	-2%	-4%	-5%

# Further compounds follow.
(17) COC(=O)C1=C[C@@H](C(=O)OC)C2C3=C(C(=O)[C@]2(CC(C)C)NC(=O)c2ccccc2)[C@H](C)n2c(=O)n(C)c(=O)n2[C@@H]3C1 (some centres not stated)
(18) COc1ccc(C2C3C=CCCC3(C)C(=O)N2Cc2ccccc2)cc1Cl (configuration not stated)
(19) O=C1C2C(c3ccccc3)CC=CC2C(c2ccoc2)N1Cc1ccccc1 (configuration not stated)
(20) O=C(C[N+]12CCCc3cccc(c31)CCC2)c1ccc2ccccc2c1
(21) CN(C)c1ccc(C=O)cc1[N+](=O)[O-]
(22) O=C(O)C1CC=CC2CCN(C3CCCCC3)C(=O)C21 (configuration not stated)
(23) c1ccc2c(c1)CCCN2
(24) COc1ccc(-c2ccc(OC)c(C3C4C=CCCC4(C)C(=O)N3Cc3ccccc3)c2)cc1OC (configuration not stated)

assay / compound	17	18	19	20	21	22	23	24
TrxR1 substrate	-1%	-8%	-10%	8%	-16%	-4%	7%	18%[57.1 µM]
Vif-APOBEC3G blk	1%	-5%	-5%	-3%	3%	0%	2%	0%
GRP78 ERSR act	-3%	-5%	1%	-2%	-3%	-3%	1%	-2%

(25) CCCC/C=C/[C@H](c1ccccc1)[C@H](CO)Cc1ccc2ccccc2c1
(26) C=C1CCN(C(Cc2ccccc2)C(=O)O)S(=O)(=O)c2ccccc21 (configuration not stated)
(27) COc1cc2nc(CC(O)c3nc4cc(OC)c(OC)cc4[nH]3)[nH]c2cc1OC (configuration not stated)
(28) CC1CC=CC2C1C(=O)N(Cc1ccccc1)C2c1ccc2ccccc2c1 (configuration not stated)
(29) CC[C@@H]1[C@H]2CCCC(=O)N3CC[C@@H](C[C@@H]1OC(=O)Nc1ccc4c(c1)OCO4)[C@@H]23
(30) COc1ccc(Cl)c(Cn2cnc3c(cnn3C(C)(C)C)c2=O)c1
(31) COc1ccc(-c2c(-c3ccc4c(c3)OCO4)noc2-c2ccsc2)cn1
(32) COc1cc(OC)c(OC)cc1/C=c1\[nH]c(=O)/c(=C/c2cc(OC)c(OC)cc2OC)[nH]c1=O

assay / compound	25	26	27	28	29	30	31	32
TrxR1 substrate	-8%	0%	12%	0%	3%	-4%	1%	4%
Vif-APOBEC3G blk	-9%	4%	-5%	-23%	-3%	-2%	3%	?
GRP78 ERSR act	-2%	-1%	-3%	?	-3%	-1%	3%	-2%

# Just Vif-APOBEC3G blk, for 2 of the compounds above:
No. | Compound | Vif-APOBEC3G blk
7 | COc1ccc2[nH]c(C)cc2c1 | 0%
8 | CC(=O)OCC(NC(=O)C(C)NC(=O)OC(C)(C)C)C1OC(n2cc(F)c(=O)[nH]c2=O)C(OC(C)=O)C1OC(C)=O (configuration not stated) | 0%

# Arranged by the number under Vif-APOBEC3G blk (largest number first): 6 of the compounds above
No. | smiles | Vif-APOBEC3G blk
26 | C=C1CCN(C(Cc2ccccc2)C(=O)O)S(=O)(=O)c2ccccc21 (configuration not stated) | 4%
31 | COc1ccc(-c2c(-c3ccc4c(c3)OCO4)noc2-c2ccsc2)cn1 | 3%
30 | COc1ccc(Cl)c(Cn2cnc3c(cnn3C(C)(C)C)c2=O)c1 | -2%
29 | CC[C@@H]1[C@H]2CCCC(=O)N3CC[C@@H](C[C@@H]1OC(=O)Nc1ccc4c(c1)OCO4)[C@@H]23 | -3%
27 | COc1cc2nc(CC(O)c3nc4cc(OC)c(OC)cc4[nH]3)[nH]c2cc1OC (configuration not stated) | -5%
25 | CCCC/C=C/[C@H](c1ccccc1)[C@H](CO)Cc1ccc2ccccc2c1 | -9%

# Additional records.
(33) COc1ccc(C2/C=C\CN(C(=O)C3CCCC3)C(C)C(=O)N2Cc2ccc(F)cc2)cc1 (configuration not stated)
(34) CC(=O)OCC(NC(=O)C1CCCN1C(=O)OC(C)(C)C)C1OC(n2ccc(=O)[nH]c2=O)C(OC(C)=O)C1OC(C)=O (configuration not stated)
(35) CC(C)(C)OC(=O)NC(Cc1ccccc1)C(=O)NC1COC2CC(n3ccc(=O)[nH]c3=O)OC12 (configuration not stated)
(36) O=C(C[N+]1(CCc2ccccc2)CCOCC1)c1cccc([N+](=O)[O-])c1
(37) CC(OCc1ccccc1)C(NC(=O)OC(C)(C)C)C(=O)NC1COC2CC(n3cc(F)c(=O)[nH]c3=O)OC12 (configuration not stated)
(38) CC(c1ccc(N(C)C)cc1)c1ccnc2ccccc12 (configuration not stated)
(39) COc1ccc(C2/C=C\CN(C(=O)c3ccccc3)C(Cc3ccccc3)C(=O)N2Cc2ccc(F)cc2)cc1 (configuration not stated)
(40) Cc1ccc2c(c1)ncc[n+]2CC(=O)c1ccc(F)cc1

assay / compound	33	34	35	36	37	38	39	40
TrxR1 substrate	-4%	1%	2%	6%	-4%	5%	3%	0%
Vif-APOBEC3G blk	2%	2%	-3%	-1%	3%	-7%	-2%	-5%
GRP78 ERSR act	-5%	-3%	-3%	1%	-3%	7%	-6%	0%

(41) O=C(C[N+]12CN3CN(CN(C3)C1)C2)c1ccc(I)cc1
(42) O=C(CNC(=O)c1cccnc1)c1ccc(F)cc1
(43) COc1ccc(CN2CC[C@H]3C=CC[C@@H](C(=O)NCc4cccnc4)[C@H]3C2=O)cc1OC
(44) CN(C)C1CCC(CC2CCc3ccccc32)CC1 (configuration not stated)
(45) Cc1csc(C)[n+]1CCC1CCCCC1
(46) O=C(O)c1cccs1
(47) Cc1cc[n+](CCC2CCCCC2)c2ccccc12
(48) COc1ccc(COC[C@H](C)[C@H](O[Si](C)(C)C)[C@@H](C)[C@H]2OC(=O)[C@H]2C)cc1

assay / compound	41	42	43	44	45	46	47	48
TrxR1 substrate	2%	-1%	-1%	9%	1%	6%	16%	-7%
Vif-APOBEC3G blk	-8%	0%	-4%	-2%	4%	2%	4%	-1%
GRP78 ERSR act	-1%	-3%	-1%	4%	-2%	0%	-4%	0%

(49) O=C(c1ccccc1)C(c1ccccc1)[n+]1csc2ccccc21 (configuration not stated)
(50) O=S1(=O)CCOCCCN1Cc1ccc(F)cc1
(51) CCN(CC)/[N+]([O-])=N/Oc1cc(O/N=[N+](\[O-])N(C)C)c([N+](=O)[O-])cc1[N+](=O)[O-]
(52) Cc1ccnc2c(Cl)ccc(Cl)c12
(53) Nc1[nH]c(=S)[nH]c(=O)c1N
(54) COc1cccc2c1N(C)C(=O)CC21C=CC(=O)C=C1

assay / compound	49	50	51	52	53	54
TrxR1 substrate	7%	-3%	-10%	7%	18%	6%
Vif-APOBEC3G blk	4%	2%	-7%	0%	2%	-4%
GRP78 ERSR act	-6%	-2%	-13%	2%	-3%	-5%

# Some of the compounds tested; the hit share may differ from the screen's.
